Cardio protect: modulators protecting cardiomyocytes from myocardial damage | AID 588492 | H9c2 cardiomyocytes, H2O2 injury protection, ATPLite, 2 h | protection from H2O2 cell death, % at 20 µM | 0.63% of 360,000 active;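 active means compounds giving at least 50% protection of heart cells from peroxide-induced death in the single-dose screen, raw or plate-pattern-corrected value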;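 further: 0% = DMSO wells with peroxide and 100% = DMSO wells without peroxide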
Glyco luc inh: blocks N-linked glycosylation in D54 reporter cells. AID 588692. reporter increase, % at 12.5 µM. D54 ERlucT glycosylation luciferase reporter, 24 h; percent of 100 nM tunicamycin response. 0.23% of 360,000 active;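 active means mean luciferase reporter signal, scaled so untreated is 0 and the glycosylation-blocking control 100, at or above a set limit in every replicate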;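 further: luciferase carries N-glycosylation sites so blocking glycosylation raises the light; 0% = median of neutral control wells and 100% = median of 100 nM tunicamycin wells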
ABHD5 PLIN5 PPI: inhibitors of human ABHD5-perilipin-5 interaction; Q00G26+Q8WTS1; AID 602281; inhibition, % at 4 µM; 0.78% of 360,000 active; Split G. princeps luciferase complementation, luminescence, 4 h;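 active means inhibition above the mean inhibition across every tested compound plus 3 SD, cut at about 22% in these data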;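 further: 0% = DMSO only wells and the 100% control is not disclosed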
MC4R antag cAMP: antagonists of human melanocortin 4 receptor (MC4R); inhibition, % at 6.5 µM; MC4R-expressing cells, MTII-stimulated cAMP, LANCE TR-FRET; 0.48% of 360,000 active; P32245;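 active means inhibition above its plate's cutoff, the mean of tested wells on that plate plus 3 SD, cut at about 29% in these data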;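 further: 0% = Melanotan II alone and 100% = Melanotan II plus saturating MCL0020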
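Test system: U2OS cells stably expressing human melanocortin 4 receptor (MC4R); also added: Melanotan II challenge; compound: 6.5 µM single dose; timing: 30-min compound preincubation, 1-h Melanotan II challenge, 1-h detection, room temperature; signal: Eu-cAMP/anti-cAMP TR-FRET, emission 671 nm; repeats: one well per compound, no replicates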
NOD2-RIPK2 inh: NOD2-RIPK2 protein interaction inhibition. 0.38% of 360,000 active. O43353. CHO BLA complementation NOD2-RIPK2, CCF4 ratio. AID 624267. inhibition, % at 4.98 µM; in the data active means inhibition above about 21%;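 further: 0% = vehicle only and 100% = reference blocker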
MC4R barr agon: activates human MC4R beta-arrestin recruitment. P32245. U2OS MC4R beta-arrestin complementation, luminescence; percent of melanotan II response, DMSO zero. 0.98% of 360,000 active. activation, % at 8.9 µM;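 active means activation above a per-plate cutoff, the mean activation of sample wells on that plate plus 3 SD, cut at about 8% in these data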
TLR9-MyD88 inh: inhibitors of human TLR9-MyD88 binding; 0.21% of 340,000 active; CHO BLA complementation TLR9-MyD88, CCF4 FRET ratio; inhibition, % at 4.98 µM; Q9NR96+Q99836;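 active means inhibition above the mean over all tested compounds plus 3 SD, cut at about 21% in these data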;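 further: 0% = DMSO only wells and 100% = clavulanate BLA inhibitor control wells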
Target sequence (Q99836 whole entry, looked up): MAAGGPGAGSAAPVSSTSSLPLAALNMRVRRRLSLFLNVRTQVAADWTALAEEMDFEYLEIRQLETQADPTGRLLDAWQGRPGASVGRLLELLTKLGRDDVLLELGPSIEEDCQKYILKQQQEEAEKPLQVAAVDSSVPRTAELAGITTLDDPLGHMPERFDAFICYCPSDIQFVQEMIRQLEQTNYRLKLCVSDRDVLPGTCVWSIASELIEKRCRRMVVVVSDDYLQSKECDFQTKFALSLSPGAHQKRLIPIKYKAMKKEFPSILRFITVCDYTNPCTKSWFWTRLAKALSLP
Target sequence (Q9NR96 whole entry, looked up): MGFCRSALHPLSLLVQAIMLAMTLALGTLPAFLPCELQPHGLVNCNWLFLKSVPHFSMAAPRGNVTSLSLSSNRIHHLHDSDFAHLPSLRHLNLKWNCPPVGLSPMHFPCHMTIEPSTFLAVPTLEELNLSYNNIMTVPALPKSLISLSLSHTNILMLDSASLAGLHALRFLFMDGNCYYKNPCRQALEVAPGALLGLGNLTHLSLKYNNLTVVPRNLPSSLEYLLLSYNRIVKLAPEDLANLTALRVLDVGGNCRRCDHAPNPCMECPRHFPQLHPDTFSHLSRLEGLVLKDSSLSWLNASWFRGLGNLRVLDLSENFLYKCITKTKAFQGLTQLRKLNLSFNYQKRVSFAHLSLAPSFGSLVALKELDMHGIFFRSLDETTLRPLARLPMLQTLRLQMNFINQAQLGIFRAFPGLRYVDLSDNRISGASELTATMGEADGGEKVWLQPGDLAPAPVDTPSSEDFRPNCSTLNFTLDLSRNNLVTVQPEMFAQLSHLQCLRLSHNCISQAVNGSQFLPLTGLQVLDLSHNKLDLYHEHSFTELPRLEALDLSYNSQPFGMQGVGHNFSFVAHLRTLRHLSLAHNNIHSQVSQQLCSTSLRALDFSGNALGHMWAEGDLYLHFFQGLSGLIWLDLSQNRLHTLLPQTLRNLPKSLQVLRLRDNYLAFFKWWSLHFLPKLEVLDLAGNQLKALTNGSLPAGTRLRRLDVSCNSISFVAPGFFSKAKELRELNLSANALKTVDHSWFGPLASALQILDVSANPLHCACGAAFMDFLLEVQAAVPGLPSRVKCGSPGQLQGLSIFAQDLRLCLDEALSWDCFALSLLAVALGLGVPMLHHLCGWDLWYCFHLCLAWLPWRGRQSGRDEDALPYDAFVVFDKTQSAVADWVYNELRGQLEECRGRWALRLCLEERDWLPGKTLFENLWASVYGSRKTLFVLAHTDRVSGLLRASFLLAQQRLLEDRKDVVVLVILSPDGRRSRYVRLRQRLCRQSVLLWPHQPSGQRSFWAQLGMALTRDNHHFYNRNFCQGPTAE
NCOA2 inhibitor: human SRC2 (NCOA2) inhibition; Q15596; HEK293 GAL4-SRC2 luciferase reporter, luminescence; inhibition, % at 9 µM; 0.17% of 370,000 active; AID 651957;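 active means inhibition above the mean inhibition of all tested compounds plus 3 SD, set per campaign, cut at about 52% in these data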;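 further: 0% = DMSO treated cells and 100% = cells given Gossypol at 36 µM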
m5-HT2A agonist: activates the mouse 5-HT2A serotonin receptor. P35363. CHO-K1 mHTR2A beta-arrestin complementation, luminescence; percent of 30 µM serotonin response. activation, % at 7.6 µM. 0.66% of 360,000 active;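 active means activation above a run cutoff, the mean activation of all tested compounds plus 3 SD, cut at about 14% in these data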;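 further: 0% = plate median of compound wells and 100% = 30 µM serotonin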
ABCB6 inh MLPCN: human ABCB6 transporter inhibition; AID 602162; K562-ABCB6 porphyrin accumulation, flow cytometry, 1 h; active compounds read low; 0.19% of 360,000 active; Q9NP58; fluorescence ratio to DMSO, % at 10 µM;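 active means fluorescence ratio to DMSO below 75%, the collection mean minus 3 SD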;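 further: signal is porphyrin accumulated inside mitochondria; 100% equals median channel fluorescence of DMSO control wells; lower ratio means ABCB6 inhibition with less porphyrin fluorescence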
Numbers without * were called inactive; . = no result given; & = joins results of further samples. Some of the compounds tested; the hit share may differ from the screen's.

SMILES,m5-HT2A agonist,Cardio protect,ABHD5 PLIN5 PPI,MC4R barr agon,TLR9-MyD88 inh,NOD2-RIPK2 inh,ABCB6 inh MLPCN,NCOA2 inhibitor,MC4R antag cAMP,Glyco luc inh
CCCC12CN3CCN(CC(C3)/C1=N\NC(=O)c1ccncc1)C2,-1,0,-5,-2.5,3,-12,102,-7,18,0
C[C@]12CC[C@H](OC(=O)CCC(=O)O)CC1=CCC1C2CC[C@@]2(C)C1CC[C@@H]2OC(=O)CCC(=O)O (stereo partly specified),2,1,-2,-1.9,4,-3,97,24,2,0
Cc1cc(C)c(S(=O)(=O)N2Cc3ccccc3-n3nncc3C2)c(C)c1,-4,-20,0,-0.1,4,14,97,31,9,-3
Nc1ccc(C2(c3ccc(N)cc3)CCCCC2)cc1,1,-8,7,-0.7,-3,-2,94,-2,12,-2
Cc1[nH]c2ccccc2c1CCN,-2,1,6,-2.6,11,8,98,-3,9,4
COC(=O)C1=C(c2ccc(-c3ccccc3)c(F)c2)C[C@@H]2CC[C@H]1N2C(=O)NCc1ccc(F)cc1,-19,-6,-7,-0.7,8,-12,95,34,13,-9
COc1cccc(-c2nn(CCC#N)cc2C(=O)Nc2ccccc2Cl)c1,-5,1,3,-1.1,-6,-11,96,-1,14,3
CC(C)OC(=O)C1C(=O)NC2(C)CC1c1ccccc1O2 (stereo unspecified),10,6,-2,-0.9,0,-9,96,-5,5,0
Nc1cccc2c1Cc1cc([N+](=O)[O-])ccc1-2,-4,-6,7,-1.3,4,-11,99,-71,3,5
N#CCCn1cc(C=C2C(=O)NC(=O)NC2=O)c(-c2ccccc2)n1,2,-4,23*,-1.8,-10,-1,96,-10,1,3
N#Cc1c(/N=C/c2c(O)n(Cc3ccco3)c(=O)[nH]c2=O)sc2c1CCCC2,19*,-2,-2,1.1,1,-6,101,-2,1,1
O=[N+]([O-])c1ccccc1CNCCc1c[nH]c2ccccc12,2,10,-5,0.6,-1,-1,95,5,-5,1
CN(C)CCN(CC1CCCN(Cc2ccccc2F)C1)C(=O)Cc1c(F)cccc1F (stereo unspecified),4,6,1,-1.1,-9,-11,97,6,13,-1
Oc1ccc(-[n+]2c(-c3ccccc3)cc(-c3ccccc3)cc2-c2ccccc2)cc1,21*,-8,21,3.7,1,-3,90,37,3,7
O=C(C1CCC(=O)N1Cc1ccccc1Cl)N1CCC2(CC1)OCCO2 (stereo unspecified),4,-4,-1,-1.3,2,-4,100,-20,11,2
COc1cc(N2CCOCC2)ccc1/C=C1\C(=O)NC(=O)N(Cc2ccc3c(c2)OCO3)C1=O,-1,5,-6,-2.2,14,-11,105,1,0,2
Cc1nnc2n1-c1ccc(Br)cc1C(c1ccccc1Cl)=NC2,-3,6,8,-0.1,2,13,98,2,8,2
CN1[C@@H]2CCC[C@H]1CC(=O)C2,-1,3,0,-0.2,9,-4,89,-3,0,0
CNC1(c2ccccc2Cl)CCCCC1=O (stereo unspecified),4,0,7,-0.3,0,-66,106,7,4,1
COC(=O)C1=C(c2cc3ccccc3s2)C[C@@H]2CC[C@H]1N2C(=O)NCc1ccccc1,-2,9,0,-1.3,-6,6,98,13,9,-5
O=C(c1ccccc1)c1ccc(N=Nc2c(O)[nH]c(=O)[nH]c2=O)cc1,2,-16,5,1.3,7,-7,94,-7,0,10
CC/C(=N\Nc1ccccc1)c1c(O)[nH]c(=O)[nH]c1=O,3,1,8,-1.2,-7,-11,105,-33,0,2
CCc1nc2ccc(Br)cc2c(=O)n1-c1ccccc1C(F)(F)F,-2,-13,-13,2.0,0,7,97,12,-3,0
COc1ccccc1-c1cc(NC(C)=O)c2ncc(-c3ccccc3)n2c1,-3,4,5,16*,.,-2,94,2,13,1
c1ccc2c(c1)CNCc1cnnn1-2,0,-1,-8,-2.2,-6,3,100,-19,5,2

SMILES,m5-HT2A agonist,Cardio protect,ABHD5 PLIN5 PPI,MC4R barr agon,TLR9-MyD88 inh,NOD2-RIPK2 inh,ABCB6 inh MLPCN,NCOA2 inhibitor,MC4R antag cAMP,Glyco luc inh
O=C(CNC(=O)c1ccccc1Cl)Nc1ccc(Br)cc1C(=O)c1ccccc1,-2,-12,-5,-1.6,-8,0,90,-18,5,0
Brc1cc2c(cc1CN1CCN(c3ccccc3)CC1)OCCO2,-1,-10,-4,-2.3,10,7,95,-9,2,-10
Cc1ccnc(-n2c(-c3ccco3)nc3ccccc3c2=O)c1,-1,0,-1,-1.1,1,1,100,-4,2,2
COC(=O)C1=C(c2ccc(S(C)(=O)=O)cc2)C[C@@H]2CC[C@H]1N2C,3,12,-2,-1.3,-6,-1,94,-10,7,0
COC(=O)C(Cc1ccc(N(CCCl)CCCl)cc1)N=Cc1ccccc1O (stereo unspecified),2,41,3,-2.3,-14,-6,98,7,-1,-2
Cc1ccc2c(c1)N(CCC(=O)N1CCC3(CC1)OCCO3)C(=O)C(C)O2 (stereo unspecified),-4,-4,-2,-1.1,4,7,95,-26,1,1
Nc1cc(C(=O)Nc2ccc(Cl)cc2)ccc1N1CC2CC(C1)c1cccc(=O)n1C2 (stereo unspecified),4,2,1,-1.8,-11,-7,103,0,-2,-4
O=C(CNC1CCCCC1)N1CCC2(CC1)OCCO2,-1,13,7,0.7,-14,6,146,11,11,1
CC(=O)OC[C@]12CCC(C)=C[C@H]1O[C@@H]1[C@H](O)[C@@H](OC(C)=O)[C@@]2(C)[C@]12CO2,0,-2,1,2.7,3,20,101,75*,4,-20
CC(C)n1cc(C(=O)N(CC(=O)NC(C)(C)C)Cc2ccccc2)cn1,0,6,2,-1.9,7,-14,91,1,14,1
CCOC(=O)[C@]12Cc3ccccc3[C@H]1N(Cc1ccccc1)C(=O)c1ccccc12,-3,2,-9,0.7,-7,-14,99,-21,7,-5
CC(=O)O[C@@H]1/C=C/[C@](C)(O)C[C@@H](C)C/C=C/[C@H]2[C@@H]3O[C@]3(C)[C@@H](C)[C@H]3[C@H](Cc4ccccc4)NC(=O)[C@@]312,6,-2,4,0.3,.,-13,96,.,14,3
O=C1/C(=C\c2ccccc2)C2OCC=C3CN4CCC56c7ccccc7N1C5C2C3CC46 (stereo unspecified),-3,10,15,-0.2,-2,-5,91,2,8,10
COc1cc(CC(C)N)c(OC)cc1I (stereo unspecified),70*,3,6,-0.6,8,-12,97,19&34,6,2
COc1ccc(C(=O)c2nc3ccccc3n2C(C)C)cc1OC,-3,14,-3,0.1,14,7,98,-11,4,-1
CCC(C)C(=O)N[C@@H](c1ccccc1)[C@@H](O)C(=O)O[C@H]1C[C@@]2(O)[C@@H](OC(=O)c3ccccc3)C3[C@](C)(C(=O)[C@H](OC(C)=O)C(=C1C)C2(C)C)[C@@H](O)C[C@H]1OC[C@@]31OC(C)=O (stereo partly specified),-3,1,-7,0.5,-2,-6,101,-8,3,10
CC1CN2C(=O)C1(c1ccccc1)C(=O)NC2=S (stereo unspecified),-4,7,-2,0.0,9,0,102,-13,17,-1
O=C1NC(=S)N(C2CC2)C(=O)/C1=C/c1ccc2c(c1)CCN2CCCCl,0,6,-11,1.1,-6,3,110,-1,9,0
COC(=O)C1=C(c2cccc(OCc3ccccc3)c2)C[C@@H]2CC[C@H]1N2C(=O)NCc1cccc(C(F)(F)F)c1,5,-7,-17,0.8,1,-4,100,-7,18,-11
COc1cc2c(cc1OC)C(C(=O)NCCC(C)C)C1CCCCN1C2=O (stereo unspecified),4,9,-7,-0.1,-5,4,96,-19,-5,4
NCCc1c(Cc2ccccc2)[nH]c2ccccc12,-9,1,-2,2.6,.,-6,97,-2,8,-3
Cc1cc(Cl)ccc1OCC(=O)N1CCN(C)CC1,-5,3,-3,-2.0,4,-6,93,-24,4,0
COc1ccc(-n2c(/C=C3/C(=O)Nc4ccccc43)nc3ccccc3c2=O)cc1,3,4,1,0.1,6,2,95,-53,10,7
O=C(Cc1cc(=O)oc2cc(O)ccc12)NN=Cc1ccc(N(CCCl)CCCl)cc1,0,14,-4,-6.2,-3,-4,101,8,4,2
COc1cc2[nH]c(C(=O)N3CCC4(CC3)OCCO4)cc2c(OC)c1OC,10,4,4,-0.2,-2,-2,100,-13,-5,3
Cc1c2cnn(CC(=O)N3CCC4(CC3)OCCO4)c(=O)c2c(C)n1Cc1ccccc1Cl,5,-2,3,-0.3,-4,-2,97,-11,4,-2
C[C@@]12N[C@@H](Cc3ccccc31)c1ccccc12,3&-6,-14&1,7&4,-0.4&0.7,-4&-6,-4&-7,94&97,-18&22,10&11,1&0

Compounds listed so far with a Cl atom (eleven):
SMILES,m5-HT2A agonist,Cardio protect,ABHD5 PLIN5 PPI,MC4R barr agon,TLR9-MyD88 inh,NOD2-RIPK2 inh,ABCB6 inh MLPCN,NCOA2 inhibitor,MC4R antag cAMP,Glyco luc inh
COc1cccc(-c2nn(CCC#N)cc2C(=O)Nc2ccccc2Cl)c1,-5,1,3,-1.1,-6,-11,96,-1,14,3
O=C(C1CCC(=O)N1Cc1ccccc1Cl)N1CCC2(CC1)OCCO2 (stereo unspecified),4,-4,-1,-1.3,2,-4,100,-20,11,2
Cc1nnc2n1-c1ccc(Br)cc1C(c1ccccc1Cl)=NC2,-3,6,8,-0.1,2,13,98,2,8,2
CNC1(c2ccccc2Cl)CCCCC1=O (stereo unspecified),4,0,7,-0.3,0,-66,106,7,4,1
O=C(CNC(=O)c1ccccc1Cl)Nc1ccc(Br)cc1C(=O)c1ccccc1,-2,-12,-5,-1.6,-8,0,90,-18,5,0
COC(=O)C(Cc1ccc(N(CCCl)CCCl)cc1)N=Cc1ccccc1O (stereo unspecified),2,41,3,-2.3,-14,-6,98,7,-1,-2
Nc1cc(C(=O)Nc2ccc(Cl)cc2)ccc1N1CC2CC(C1)c1cccc(=O)n1C2 (stereo unspecified),4,2,1,-1.8,-11,-7,103,0,-2,-4
O=C1NC(=S)N(C2CC2)C(=O)/C1=C/c1ccc2c(c1)CCN2CCCCl,0,6,-11,1.1,-6,3,110,-1,9,0
Cc1cc(Cl)ccc1OCC(=O)N1CCN(C)CC1,-5,3,-3,-2.0,4,-6,93,-24,4,0
O=C(Cc1cc(=O)oc2cc(O)ccc12)NN=Cc1ccc(N(CCCl)CCCl)cc1,0,14,-4,-6.2,-3,-4,101,8,4,2
Cc1c2cnn(CC(=O)N3CCC4(CC3)OCCO4)c(=O)c2c(C)n1Cc1ccccc1Cl,5,-2,3,-0.3,-4,-2,97,-11,4,-2
